Compound activity as filed in PubChem BioAssay.
MITF TRPM1 inh – MITF TRPM1 promoter inhibition in SK-MEL-5 cells; 330,000 compounds, 0.83% hits; SK-MEL-5 TRPM1 promoter luciferase, 24 h; inhibition, % at 12.5 µM; AID 488899;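 active = mean inhibition across replicates of 60% or more, whatever share of single replicates reaches that level; inconclusive = some that reach 60%, reason not given; inactive = mean inhibition across replicates below 60%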; also: values of inactives mirror those of a sister screen read the other way
NR2E3 ag-1 – activates human NR2E3 receptor | 360,000 compounds, 0.35% hits | inhibition of corepressor binding, % at 3.98 µM | AID 602229 | CHO-S Gal4-NCOR/VP16-NR2E3 two-hybrid, luciferase;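 active = inhibition above the mean of all tested compounds plus 3 SD, cut at about 70% in these data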;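 also: 0% = DMSO with NR2E3 transfected cells and 100% = cells lacking NR2E3 construct; higher means lower luciferase signal from less NR2E3 corepressor binding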
Target sequence (Q9Y5X4 whole entry, looked up, the tested form may be a part): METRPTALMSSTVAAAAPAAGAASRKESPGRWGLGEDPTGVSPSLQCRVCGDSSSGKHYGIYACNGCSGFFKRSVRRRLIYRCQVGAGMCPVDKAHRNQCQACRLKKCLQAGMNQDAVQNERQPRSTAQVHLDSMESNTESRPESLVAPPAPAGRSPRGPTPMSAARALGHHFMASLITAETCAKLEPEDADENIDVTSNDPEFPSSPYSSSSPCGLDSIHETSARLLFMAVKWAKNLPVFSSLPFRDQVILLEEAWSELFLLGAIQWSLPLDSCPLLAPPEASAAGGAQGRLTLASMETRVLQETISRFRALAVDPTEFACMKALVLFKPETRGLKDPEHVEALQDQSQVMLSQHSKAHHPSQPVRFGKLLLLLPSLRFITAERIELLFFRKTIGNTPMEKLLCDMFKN
Peg3 promoter – inhibitors of Peg3 promoter. HeLa PEG-Prom luciferase reporter, luminescence, overnight. inhibition, % at 20 µM. 360,000 compounds, 1.7% hits. AID 588405;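 active = inhibition of at least 50% at 20 µM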
NR2E3 ag-2 – activates human photoreceptor nuclear receptor NR2E3. 320,000 compounds, 0.12% hits. inhibition of corepressor binding, % at 4.78 µM. AID 2300. Q9Y5X4. GST-NR2E3/biotin-RetCOR TR-FRET, 1536-well;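 active = percent inhibition above the cutoff of mean plus 3 SD of all tested compounds, set per screening campaign, cut at about 20% in these data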;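 also: 0% = DMSO wells and 100% = biotin wells as full block of FRET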
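Test system: GST-NR2E3 and biotin-RetCOR proteins | Quantity: 1.35 nM GST-tagged NR2E3 final | Medium: Tris pH 7.5 | Also added: 7 nM biotin-RetCOR | Dosing: Compound at 4.8 µM, single dose | Timing: 5 h at 4 °C | Detection: Time-resolved FRET | Read-out basis: Percent inhibition | Benchmarks: Biotin wells as high control, 0.6% DMSO wells as low control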
HIF-2a block – inhibitors of HIF-2a; 786-0 RCC cells HIF-2a reporter, luciferase luminescence, overnight; inhibition, % at 18.8 µM; 360,000 compounds, 0.72% hits; AID 624352;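 active = inhibition of the luminescence signal of 40% or more relative to plate controls, in a single-dose primary screen at 18.75 µM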
aDG glyco act – increases alpha dystroglycan glycosylation; 360,000 compounds, 0.22% hits; Pro5-aDG cells, alpha-DG glycosylation AlphaScreen (IIH6); 0% Pro5, 100% B10-LARGE cell signal; AID 624168; activation, % at 10 µM;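 active = activation of at least 8% versus controls, or a plate z-score of at least 8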;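 also: Pro5 are CHO cells carrying HIG-tagged alpha-DG that lacks glycosylation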
iPSC survival up – enhancers of human iPSC single-cell survival; hiPSC single-cell survival, ATPlite luminescence; 100% = ROCK inhibitor wells, 0% = DMSO; survival enhancement, % at 20 µM; 360,000 compounds, 0.044% hits; AID 602274; in the data active = survival enhancement above about 18%;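 also: cells exposed to compounds for 16 hours before the ATP read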
Exocytosis inh – lytic granule exocytosis inhibition. 360,000 compounds, 0.66% hits. inhibition, % at 10 µM. AID 651702. TALL-104 LAMP-1 surface exposure, flow cytometry; cells stimulated with thapsigargin and PMA;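 active = inhibition above about 55%, limit read from the data; inconclusive = no clear call, values can overlap the other calls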
CaV13 FRET inh – Disruptors of the CACNA1D IQ motif to Ca2+-dependent inactivation inhibitor domain association, primary screening, Förster resonance energy transfer in intact living … | HEK cells, CFP/YFP FRET ICDI-IQ, plate reader, 10 min; percent FRET-ratio fall versus neutral wells | inhibition, % at 12.3 µM | 340,000 compounds, 0.098% hits;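 active = mean replicate inhibition of at least 30% and at least 1% of replicates passing that level; inconclusive = only one of the two criteria is met; inactive = neither criterion is met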;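 also: 0% = median of the neutral control wells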
Vif inh – HIV Vif inhibition; inhibition, % at 7.49 µM; 340,000 compounds, 0.35% hits; HEK293T cells, Vif self-association by quenched fluorescence, imaging, 24 h; in the data active = inhibition above about 50%, passing the limit was not always enough; inconclusive = no clear call, values can overlap the other calls; inactive = below about 31%; also: some results filed as inactive read as strong as hits
PDI inh – inhibitors of human protein disulfide isomerase | PDI insulin aggregation turbidity, A650, 90 min | inhibition, % at 10 µM | 350,000 compounds, 0.052% hits;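 active = mean inhibition across replicates of 30% or more, whatever share of single replicates reach that level; inconclusive = mean inhibition below 30% while every single replicate reaches 30%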;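 also: absorbance from insulin aggregation driven by PDI reduction with DTT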
Target sequence (P07237 whole entry, looked up): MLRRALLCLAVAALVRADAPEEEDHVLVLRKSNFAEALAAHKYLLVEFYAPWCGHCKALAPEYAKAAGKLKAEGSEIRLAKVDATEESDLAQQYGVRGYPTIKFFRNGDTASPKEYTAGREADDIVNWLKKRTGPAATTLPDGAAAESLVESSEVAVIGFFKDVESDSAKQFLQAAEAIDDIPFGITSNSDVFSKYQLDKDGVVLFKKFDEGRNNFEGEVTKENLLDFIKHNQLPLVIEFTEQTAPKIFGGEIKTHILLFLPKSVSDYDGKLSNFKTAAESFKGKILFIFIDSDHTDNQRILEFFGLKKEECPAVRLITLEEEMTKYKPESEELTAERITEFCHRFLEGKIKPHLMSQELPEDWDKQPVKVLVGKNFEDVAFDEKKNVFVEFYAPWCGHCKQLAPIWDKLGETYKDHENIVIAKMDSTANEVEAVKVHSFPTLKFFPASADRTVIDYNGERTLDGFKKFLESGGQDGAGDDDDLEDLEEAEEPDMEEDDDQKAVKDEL
An asterisk follows results filed as active; ? = inconclusive; . = no result given.

Molecule	MITF TRPM1 inh	NR2E3 ag-1	Peg3 promoter	NR2E3 ag-2	HIF-2a block	aDG glyco act	iPSC survival up	Exocytosis inh	CaV13 FRET inh	Vif inh	PDI inh
C=CCc1ccc(OCC(O)CN2CCc3ccccc3C2)c(OC)c1 (stereo unspecified)	-2	-12	15	0	10	0.0	1.7	-1	-3	?	12
O=C(C1CCCCC1)N(Cc1nc2sc3c(c2c(=O)[nH]1)CCCC3)Cc1cccs1	12	-20	11	4	2	0.0	-0.9	2	-7	-11	-21
COc1ccccc1S(=O)(=O)N(C)C[C@@H]1OCc2cn(nn2)CCCC(=O)N([C@@H](C)CO)C[C@H]1C	.	-22	8	.	-2	-0.3	-0.2	23	-6	-3	-1
C=CCSc1nnc(NC(=O)c2ccc(N3CCCC3=O)cc2)s1	-30	-16	-143	3	-81	0.2	-2.3	2	-2	-7	-7
CCCCC(=O)N(C)c1c(CC)nc2c(OCc3cc(Cl)cc(Cl)c3)cccn12	.	24	27	.	5	0.5	0.3	-3	-5	-5	-2
Cc1cc(N2CCN(c3ncccn3)CC2)nc2c(C)cccc12	8	-9	24	0	21	0.0	-0.6	72*	-4	-6	-12
O=c1[nH]cnc2nn(-c3ccccc3)nc12	-44	-58	-96	2	-137	-0.3	-1.5	3	-4	-6	12
Cc1ccc(Cl)cc1N1CCN(Cc2nnnn2C2CCCCC2)CC1	7	8	22	-1	25	0.5	1.8	-1	-2	-7	0
COc1ccc(NC(=O)C2CCCN2C(=O)NC2CCCCC2)cc1 (stereo unspecified)	12	-7	21	2	4	-0.1	-0.4	1	-6	6	-3
CC(=O)c1cccc(NC(=O)c2ccc(-c3c(C)noc3C)c3ccoc23)c1	.	-34	-142	.	-431	-0.1	1.1	9	-6	18	-5
O=C(CSc1nnc2ccccn12)NCc1ccco1	-5	-9	7	-1	7	0.2	-0.3	-1	-19	-2	1
CC(C)(C)OC(=O)N1CCC[C@H]1c1nnc(SCc2ccccc2)o1	.	-8	2	0	9	0.1	-0.1	-3	-5	-6	13
O=C(O)C1CCN(C(=O)COc2ccc3c4c(c(=O)oc3c2)CCCC4)CC1	2	-1	-5	0	9	0.1	3.4	10	.	-8	.
O=C(N/N=C/c1ccccn1)c1cccc(NC(=O)c2ccccc2Cl)c1	5	-21	-16	0	-54	0.2	-0.3	-4	-22	-12	6
CCOC(=O)CCS(=O)(=O)c1ccc(-c2ccc(S(=O)(=O)CCC(=O)OCC)cc2)cc1	-2	1	14	0	5	-0.1	0.7	0	-8	-3	0
CCCn1c(C(O)c2ccc(OCC)cc2)nc2ccccc21 (stereo unspecified)	6	2	13	4	-4	0.6	1.1	-4	-7	-5	-2
O=C(O)c1c(Cl)c(Cl)c(Cl)c(Cl)c1C(=O)OCC1CCCO1 (stereo unspecified)	.	-18	-14	.	10	0.1	-1.4	-4	-6	5	3
CC(C)(CNS(=O)(=O)c1ccc2ccccc2c1)N1CCOCC1	8	12	-3	1	-3	2.5	-0.5	-4	-12	1	-12
CCCC[C@H]1COCCS(=O)(=O)N1Cc1cccc([N+](=O)[O-])c1	-14	-1	9	4	15	0.0	-1.7	-17	-10	-3	-4
CC(=O)Nc1ccc(NC(=O)C2CCCN2/C=C/C(=O)C(F)(F)F)cc1 (stereo unspecified)	10	-4	-7	0	9	0.1	-0.6	-1	-20	2	5
Nc1ccc(S(=O)(=O)Nc2cnc3c(Cl)cccc3n2)cc1	-3	-26	2	.	2	0.1	-0.2	-4	-11	-5	3
COc1ccc(C(CNC(=O)c2cccc(S(=O)(=O)Nc3ccc(F)cc3)c2)N2CCCCC2)cc1 (stereo unspecified)	-29	-3	-3	.	14	0.3	-3.2	4	-15	-8	15
CC1=CC(=O)C=C(C)C1=NOS(=O)(=O)c1ccccc1	29	-14	82*	.	63*	-0.7	1.4	37	-1	28	6
COc1ccc(N2CCN(Cc3cc(=O)c(OCC(=O)NC4CCCC4)co3)CC2)cc1	3	18	2	1	-2	0.0	-0.3	-2	3	-3	-1
NNc1nc2sc3c(c2c(=O)n1C1CCCCC1)CCN(Cc1ccccc1)C3	9	-5	1	-4	22	0.2	-0.3	-5	-5	-3	4
CCN(c1ccccc1)S(=O)(=O)c1ccc(Cl)c(C(=O)NC2CCN(Cc3ccccc3)CC2)c1	1	25	15	.	19	0.8	-0.4	10	-5	-14	-2
CCC1Oc2ccc(C)cc2N(CC(=O)NCCc2ccc(OC)c(OC)c2)C1=O (stereo unspecified)	12	11	8	5	12	0.1	-0.7	-4	-6	-8	-1
COCC(=O)N1CCCN(c2nc3c(C)cccc3cc2C#N)CC1	1	-14	7	1	8	-0.5	0.8	0	-3	.	0
CCc1ccc(CNC(=O)CCc2nc(-c3cccs3)no2)cc1	.	-4	13	3	6	0.1	-2.2	13	-6	10	9
CCOC(=O)c1cc(CC)sc1NC(=O)CN1CCN(C(=O)C2CCCO2)CC1 (stereo unspecified)	4	9	18	1	-2	0.2	0.8	-1	-2	-8	-3
COc1ccc(-n2c(=S)[nH]c3cc(C(=O)NCCCN4CCOCC4)ccc3c2=O)cc1	-12	-19	17	4	13	0.0	0.0	-7	-7	11	11
CN1C(=O)NC(c2ccccc2[N+](=O)[O-])C2=C1CCCC2=O (stereo unspecified)	-9	-7	3	-5	19	-0.1	0.1	3	-25	-1	0
CC(=O)c1cccc(NC(=O)CCS(=O)(=O)c2cc3c(cc2C)NC(=O)CO3)c1	-9	-18	4	-3	9	-0.5	-0.2	6	-2	0	-5
NC(c1ccccc1)c1csc(NC(=O)Nc2ccccc2Oc2ccccc2)n1 (stereo unspecified)	.	-9	82*	.	-16	2.7	-4.5	14	-13	0	-2
COc1cc(/C=C2\C(=N)N3N=C(C)SC3=NC2=O)cc(Cl)c1OCCOc1ccc(NC(C)=O)cc1	-1	-25	12	-2	16	0.1	1.5	6	-19	6	4
CCCC[n+]1c(C)sc2cc(OC)ccc21	.	-7	8	-2	10	0.2	-0.2	13	-4	-5	0
CCN(CC)CCn1c(=S)[nH]c2cc3c(cc2c1=O)OCO3	12	11	-4	-1	13	0.1	-1.0	-5	-6	1	-4
C[C@H](CO)N1C[C@H](C)[C@@H](CN(C)Cc2ccc3c(c2)OCO3)Oc2ccc(NC(=O)Cn3cnnn3)cc2C1=O	6	17	-7	.	5	-0.3	-3.8	-8	-9	-4	-9
CCN(CC(=O)NCc1ccc(F)cc1)C(=O)c1ccc(COc2ccccc2)cc1	-39	-71	-255	5	-192	0.1	1.5	-1	-19	-9	-4
Cc1ccc(C(=O)NNc2nc3ccccc3nc2C(F)(F)F)cc1	3	-10	4	1	5	0.2	-0.4	-6	0	5	0
Cc1cc(C)c2nc(NCc3ccccc3O)sc2c1	-161	-86	-189	0	-186	0.0	0.2	-4	-5	-4	4
COc1ccc(Cn2ccnc2SCC(=O)Nc2ccccc2F)cc1	-5	-27	-3	5	-8	0.0	0.0	0	.	-11	0
O=C(Nc1c(Cl)cc2c(c1Cl)Cc1cc([N+](=O)[O-])ccc1-2)C(Cl)Cl	-15	-22	-4	.	-25	0.1	0.6	-10	-8	1	-1
O=C(Cn1ccc2ccccc2c1=O)NCCC(=O)N1CCN(c2cccc(Cl)c2)CC1	6	2	-3	0	18	0.0	-1.5	0	-4	1	-3
COc1ccc(CCNC(=O)C(=O)NCC2OCCN2C(=O)c2ccc(Cl)cc2)cc1OC (stereo unspecified)	-1	-26	3	4	9	-0.1	-0.4	-5	-3	.	12
Cn1cc(Br)c(C(=O)NNC(=O)c2ccc(Br)cc2)n1	-21	-53	-94	1	-83	-0.3	-1.1	-8	-3	2	-5
Cc1nc2nc(SCC(=O)c3ccc([N+](=O)[O-])cc3)[nH]c2cc1Br	-14	-11	-34	-2	-27	-0.1	-0.8	-2	-2	2	-6
Cc1ccc2cc(C#N)c(N3CCCN(S(=O)(=O)c4ccccc4)CC3)nc2c1C	-4	-14	10	7	-15	0.1	-1.8	-2	-10	1	-1
O=C(CNC(=O)c1cccs1)Nc1ccc(N2CCOCC2)cc1	-2	2	-6	4	-16	-0.1	4.5	-5	-2	.	2
COc1ccc(C)cc1S(=O)(=O)Nc1cc2c3c(c1)C(C)C(=O)N3CCC2 (stereo unspecified)	3	-30	-14	-3	17	0.0	-0.4	-3	-7	-1	0

New compounds follow.
Molecule	MITF TRPM1 inh	NR2E3 ag-1	Peg3 promoter	NR2E3 ag-2	HIF-2a block	aDG glyco act	iPSC survival up	Exocytosis inh	CaV13 FRET inh	Vif inh	PDI inh
Cc1c(NC(=O)C(C)N(c2ccccc2)S(C)(=O)=O)c(=O)n(-c2ccccc2)n1C (stereo unspecified)	5	-12	6	4	15	0.0	1.2	2	-4	3	2
Cc1c(NC(=O)CCCCCN2C(=O)C3C4C=CC(C4)C3C2=O)c(=O)n(-c2ccccc2)n1C (stereo unspecified)	-6	-3	5	4	-2	0.0	2.7	-1	-7	.	1
Cc1c(C(=O)N2CCN(S(=O)(=O)c3cccs3)CC2)oc2ccc(F)cc12	-7	12	1	.	-10	-0.3	-0.5	4	-4	-1	4
COc1ccc(/C=C(\NC(=O)c2ccccc2)C(=O)N2CCN(C)CC2)cc1	1	-19	8	-5	4	0.2	-0.1	46	-6	4	-4
COc1ccc2cc(CCNC(=O)CCc3ccccc3)c(=O)[nH]c2c1	10	-11	13	-3	15	0.3	-0.1	-2	-15	16	-2
O=c1c(N=Nc2ccccc2)c[nH]n1-c1ccccc1	.	-80	-284	.	-132	-0.2	-0.6	0	-8	.	0
O=C(NCc1ccccc1)Nc1cccn(Cc2c(F)cccc2Cl)c1=O	5	12	10	1	-11	0.7	0.8	10	-7	-3	-1
O=C(CCCCCCCC(=O)N1CCCCC1)N1CCCCC1	0	-27	-2	.	-13	0.2	0.8	4	-17	25	3
Cc1[nH]c2ccccc2c1SCC(=O)NNC(=O)Nc1ccc(OC(F)(F)F)cc1	3	-5	12	-4	18	-0.1	-0.1	-1	-13	-2	-11
Cc1cc(C)c2nc(SC(C)C(=O)NCC(=O)Nc3ccc(F)c(F)c3F)cc(C)c2c1 (stereo unspecified)	1	-14	25	3	28	0.2	0.2	-2	-6	0	-6
Cc1nc2ccccn2c(=O)c1NC(=O)c1cccc2ccccc12	-6	-22	20	-2	20	-0.4	0.4	3	-4	0	-5
